# S3 lipid droplet: qHTS Assay for Lipid Storage Modulators in Drosophila S3 Cells; Drosophila S3 cells, BODIPY lipid droplet fluorescence, 18-24 h; cells fed with added oleic acid; Potency in µM for hits, for the others lipid storage change, negative = inhibition, % at the top dose, mostly 46.1 µM; actives 0.64% (n = 320,000); AID 2685, 2010; active means well fitted inhibition curve with a large enough effect in the signal ratio, with a control signal flat, not every such curve was filed as active; inconclusive means small, poorly fitted or top-dose-only effect, or effect the other way, or a change in a side signal; the % refers to the signal ratio
#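 Laser-scanning cytometry quantifies lipid droplet accumulation (500–530 nm total intensity; droplet/cell object ratio) in oleic acid-fed (400 uM added) Drosophila S3 cells treated with a concentration series. 20 uM Triacsin C defined 100% inhibition.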
# S3 lipid droplet cell count max: second read-out of S3 lipid droplet, no call of its own (marks repeat the call); cell number change, %; measured here: cell count max response;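 cells counted by Cell Tracker Red CMTPX staining in the red channel; peak over a dose series mostly up to 46.1 µM; percent activity relative to internal control wells on each plate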
# Starred values were filed as active, the others as inactive; i = inactive; ? = inconclusive; nt = not tested or not shown; [ ] = remark or other dose. On the % scale 0 is the no-effect control and ±100 the full control effect; potency means the concentration at half of the fitted maximal effect. The list is partial; rates above refer to the full screens.
Compound	S3 lipid droplet	S3 lipid droplet cell count max
COc1ccc(N(CC(=O)NCc2ccco2)C(=O)CCC(=O)Nc2nccs2)cc1	?	nt
CC1CCCN(C(=O)c2cc(N3C(=O)C4C5CCC(C5)C4C3=O)ccc2Cl)C1 (centres undefined)	-1%	-2
Cc1nc2ccc(F)cc2cc1C(=O)NCc1ccco1	?	nt
O=C1CCCC2=C1C(c1cn(-c3ccccc3)nc1-c1cccs1)c1c([nH]c(=O)[nH]c1=O)N2 (centres undefined)	?	nt
Cc1ccc(CN2CCCC(CO)(Cc3ccccc3C)C2)s1 (centres undefined)	11%	-13
CCn1c(CNC(=O)c2ccco2)nnc1SCC(=O)Nc1cc(C)c(C)cc1Br	?	nt
CCCN1C(=S)SC(C)(C)C1/[N+]([O-])=C/c1cccnc1 (centres undefined)	7%	-1
CCOc1ccc(OC(=O)NC(c2ccccc2)C(Cl)(Cl)Cl)cc1 (centres undefined)	-8%	-11
Nn1cnc2c([nH]c3ccccc32)c1=O	?	nt
COc1ccc(OC)c(NC(=O)CSc2nnc(CCCO)n2-c2ccccc2)c1	?	nt
CCOC(=O)/C(=C\c1ccccc1)NC(=O)c1ccccc1	3%	0
CC(OC(=O)c1ccccc1N1C(=O)C2C3CCC(C3)C2C1=O)C(=O)c1ccccc1 (centres undefined)	?	nt
COc1cc(C2CC(C(F)(F)F)n3ncc(C(=O)O)c3N2)cc(OC)c1OC (centres undefined)	-2%	6
NS(=O)(=O)c1ccc(NC(=O)CSc2nnc(-c3ccc(O)cc3)o2)cc1	i	9
Cc1ccc(NC(=O)CSc2ncccn2)cc1S(=O)(=O)N1CCCCC1	?	nt
COc1ccc([C@H]2CC(=O)C=C(c3cccc4c3Oc3ccccc3S4)C2)cc1OC	?	nt
O=C(COC(=O)c1ccccc1SCC(=O)N1CCCC1)Nc1ccccc1OC(F)F	?	nt
CC(=O)N1CCN(c2ccc(S(=O)(=O)N3CCCCC3)cn2)CC1	-13%	nt
O=C(NNS(=O)(=O)c1ccc(C(F)(F)F)cc1)c1cnn(-c2ccccc2)c1C(F)(F)F	2%	-1
COc1ccc(C(=O)n2nnc3ccccc32)cc1OC	7%	14
CCOc1cc(CNCCN2CCOCC2)ccc1OCc1ccccc1Cl	?	nt
Cn1c(SCC(=O)c2ccc3c(c2)Cc2ccccc2-3)nnc1-c1ccccc1	-9%	-18
Cn1nnnc1NCc1ccc(Cl)c(Cl)c1	20%	5
O=S(=O)(/C=C/c1ccccc1)N1CCNCC1	-20%	3
CN(C)CCN(C(=O)c1ccc2ccccc2c1)c1nc2ccc(Br)cc2s1	?	nt
COc1ccccc1OC(C)C(=O)O (centres undefined)	?	nt
O=C(O)C1CCN(C(=O)Cc2ccccc2)CC1	-8%	-11
CN(C)S(=O)(=O)c1ccc(C(=O)N2CCC(c3nc4ccccc4o3)CC2)cc1	?	nt
C/C(=N\NC(=O)CCC(=O)Nc1ccccc1)c1cccs1	13%	nt
CC(NC(=O)c1ccccc1Br)c1ccc2c(c1)CCCC2 (centres undefined)	-1%	-12
Cn1c(=O)c2c(nc(SCC(=O)N3c4ccccc4CCc4ccccc43)n2C)n(C)c1=O	0%	-11
CCOC(=O)C1CCN(S(=O)(=O)c2cn(C)c(C)n2)CC1	9%	19
O=c1cc2c(nn1Cc1ccc(F)cc1)-c1ccccc1CC2	0%	-15
CCn1nc(C(=O)OCC(=O)N2CCc3ccccc32)c2ccccc2c1=O	i	nt
Cc1ccc(F)cc1NC(=O)CSCc1nc2sc(C)c(C)c2c(=O)[nH]1	?	nt
O=C(CN1CCc2ccccc21)NCc1ccc2c(c1)OCO2	?	nt
CCC(C)NC(=O)c1c(C)cc(=O)oc1C (centres undefined)	-5%	-8
Cc1[nH]n(-c2ccccc2)c(=O)c1/C=N/Nc1nncc(-c2ccccc2)n1	?	nt
O=C(Nc1ccccc1)N1CCN(C2c3ccccc3-c3ccccc32)CC1	1%	1
O=C(CSc1ncccc1-c1nc2ccccc2[nH]1)N1CCN(c2ccccc2F)CC1	?	nt
N#Cc1cc2cc3ccccc3nc2n2c(=O)c3ccccc3nc12	?	nt
Cc1cc(C)cc(NC(=O)C2CCCN2C(=O)Oc2ccccc2)c1 (centres undefined)	i	nt
COCCNC(=S)N(Cc1cccnc1)Cc1ccc(OC)c(OC)c1	?	nt
Cc1sc(NC(=O)C2CCCCC2C(=O)O)c(C(N)=O)c1-c1ccccc1 (centres undefined)	14%	14
CCC1C(O)=C(c2ccccn2)C(=N)N1c1ccccc1 (centres undefined)	12%	-5
COc1cc(/C=C/C(=O)O)cc(S(=O)(=O)Nc2ccc3nc(C)sc3c2)c1OC	?	nt
CC(C)(C)NC(=O)Cn1cnc([N+](=O)[O-])n1	1%	-15
Cc1cc(C)c(S(=O)(=O)Nc2nnc(C)s2)c(C)c1	-5%	-1
O=C(NCc1cccc(F)c1)C1CCC(=O)N(CC2CCCCC2)C1 (centres undefined)	-26%	8
COc1ccc(CNC(=O)COC(=O)CCc2nc3ccccc3c(=O)[nH]2)cc1	?	nt

# Continued:
Compound	S3 lipid droplet	S3 lipid droplet cell count max
COc1ccc(NC(=O)C2CCC(=O)N2S(=O)(=O)c2ccc(C)cc2)c(OC)c1 (centres undefined)	?	nt
Cn1c(O)c(N=Nc2nc(-c3ccccc3)cs2)c2ccccc21	?	nt
Cc1ccc(-n2cc(CN3CCN(C(=O)c4ncn[nH]4)CC3)c(-c3ccc(F)cc3)n2)cc1	-26%	1
Cc1ccc(NC(=O)CCN2C(=O)C3C4CCC(C4)C3C2=O)cc1Cl (centres undefined)	i	nt
Nc1nonc1-n1nnc(C(=O)N/N=C/c2cccs2)c1-c1ccc2c(c1)OCO2	i	-5
O=C(C1CCC1)N1CCN(Cc2ccccc2)CC1	?	nt
CCOC(=O)c1ccc(NC(=O)CC2C(=O)N(c3ccccc3)C(=O)N2CCCOC)cc1 (centres undefined)	?	nt
COc1ccc(C)cc1Nc1c2c(nc3ccccc13)CCC2	?	nt
Cc1ccc(-n2nc3c(c2NC(=O)c2ccco2)CS(=O)(=O)C3)cc1C	?	nt
CN(C(=O)c1coc(=O)c2ccccc12)c1ccc(F)cc1	6%	9

# Continued:
# Below each compound – S3 lipid droplet	S3 lipid droplet cell count max
- COc1ccc(C(=O)Nc2ccc3c(c2)OCCO3)cc1Br
 : 19%	16
- CC1CCc2onc(C(=O)NCc3ccco3)c2C1 (centres undefined)
 : 14%	20
- CCOC(=O)C1CCN(C(=O)CCS(=O)(=O)Cc2ccccc2)CC1
 : ?	nt
- CCOc1ccc(C2C(C(=O)c3ccc(C)o3)=C(O)C(=O)N2c2cc(C)on2)cc1OC (centres undefined)
 : i	nt
- COc1cccc(OC)c1C(=O)Nc1ccc(C(=O)NCc2ccccc2)cc1
 : -4%	-1
- Cc1cccc(N2CCN(C(=O)C(Cc3ccccc3)n3cccc3)CC2)c1C (centres undefined)
 : ?	nt
- Clc1ccc(C[n+]2cc(-c3ccc(Cl)cc3)n3c2CCC3)cc1
 : -3%	-15
- COc1cc(N/N=C(\C)c2ccc(O)c(C)c2)nc(-c2ccccc2)n1
 : ?	nt
- Cc1ccc2c(C)[nH]c(=O)cc2c1
 : ?	nt
- COc1ccccc1N1CCN(CC(O)COc2ccc3c(C)cc(=O)oc3c2)CC1 (centres undefined)
 : 4%	4
- OCCNc1nc2ccc(Cl)cc2[nH]1
 : i	nt
- O=C(CC(=O)N/N=C/c1ccc(Cl)cc1Cl)NCc1ccccc1
 : 28%	-4
- CC(C)OC1(c2ccccc2)OC(=O)c2ccccc21 (centres undefined)
 : ?	nt
- Cc1ccc(C)n1NC(=O)c1ccco1
 : ?	nt
- O=C(CCc1ccccc1)NNC(=O)Nc1ccccc1
 : ?	nt
- C(=C\c1cc(/C=C/c2ccccc2)ncn1)/c1ccccc1
 : -10%	-9
- CCOc1ccc(CNc2ccc3c(c2)ncn3C)cc1
 : ?	nt
- Cn1cc([N+](=O)[O-])c(C(=O)Nc2ccc3c(c2)OCCO3)n1
 : ?	nt
- CCOC(=O)/C(C#N)=C/c1ccc(OC(=O)c2ccccn2)cc1
 : 10%	-6
- COc1ccc(NC(=O)COC(=O)CCOc2ccccc2C)cc1Cl
 : ?	nt
- COc1c(N2CCN[C@H](C)C2)c(F)cc2c(=O)c(C(=O)O)cn(C3CC3)c12
 : -13%	20
- COCC(=O)Nc1cc([N+](=O)[O-])ccc1C
 : -7%	-1
- COc1ccc(S(=O)(=O)N2CCN(C(=O)NCc3ccccc3)CC2)cc1
 : 23%	6
- CN(CC(=O)NCc1ccc(F)cc1)Cc1cccc(Cl)c1
 : ?	nt
- CCc1nc2ccccc2c(C(=O)OCC(=O)Nc2cccc(S(=O)(=O)NC3=NCCCCC3)c2)c1C
 : 12%	-5
- Cc1nc(-c2ccccc2)sc1C(=O)Nc1ccc(S(N)(=O)=O)cc1
 : i	-2
- COc1ccc(NC(=O)OC(C)C)cc1
 : -19%	-1
- O=C(Nc1ccn(-c2ccccc2)n1)c1ccc(S(=O)(=O)N2CCCCCC2)cc1
 : 3%	-21
- O=C(NC(=S)Nc1ccccc1Br)c1ccc2c(c1)OCO2
 : ?	nt
- Cc1ccc(Cl)cc1N1CCN(C(=O)C2CCN(S(=O)(=O)c3c(C)nn(C)c3C)CC2)CC1
 : 18%	-8
- N#Cc1cccnc1N1CCN(C(=O)c2cccc3c2C(=O)c2ccc(Cl)cc2S3(=O)=O)CC1
 : i	-16
- CCC1(c2ccccc2)NC(=O)N(CC(=O)NNC(=O)c2ccoc2C)C1=O (centres undefined)
 : 23%[0.0737 µM]	-11
- CC(C)C[C@H](NC(=O)c1[nH]cnc1C(=O)N[C@@H](C)C(=O)OC(C)(C)C)C(=O)OCc1ccccc1
 : 20%	-9
- COc1ccc(C(=O)Cn2c(Br)nc3c2c(=O)n(C)c(=O)n3C)cc1OC
 : ?	nt
- COc1ccc(/C=C2/SC(=S)N(NS(=O)(=O)c3ccc(C)cc3)C2=O)cc1
 : ?	nt
- Nc1nsnc1C(=O)NCCO
 : ?	nt
- O=C(COc1ccccc1)NCC(c1ccco1)N1CCN(c2ccccc2)CC1 (centres undefined)
 : ?	nt
- O=C(NCc1ccccc1)C(c1ccc(O)cc1)N(C(=O)Cn1nnc(-c2cccs2)n1)c1ccc2c(c1)OCCO2 (centres undefined)
 : 12%	3
- COc1cc2c(C(=O)N3CCN(C4CCCCC4)CC3)cn(CC(C)C)c(=O)c2cc1OC
 : ?	nt
- Cc1n[nH]c(C)c1CCCCOc1ccccc1[N+](=O)[O-]
 : ?	nt
- O=C(C1CCN(S(=O)(=O)N2CCOCC2)CC1)N1CCN(c2ccccc2)CC1
 : 9%	5
- CCN1C(=O)CS/C1=N\S(=O)(=O)c1ccc(C)cc1
 : ?	nt
- C/C(=N\NC(=O)C1CC1(c1ccccc1)c1ccccc1)c1cccc([N+](=O)[O-])c1 (centres undefined)
 : ?	nt
- CSc1nccn1C(=O)c1ccccc1[N+](=O)[O-]
 : ?	nt
- CC(C)C(=O)NCCn1ccc2ccccc21
 : 3%	-1
- C=CCn1c(N)c(C(=O)OCCC)c2nc3ccccc3nc21
 : ?	nt
- CCn1nc(C(=O)NCCc2ccc(S(N)(=O)=O)cc2)c2ccccc2c1=O
 : ?	nt
- CCc1nnc(NS(=O)(=O)c2ccc(NC(=O)c3ccccc3OC)cc2)s1
 : ?	nt
- COC(=O)c1cc(N2C(=O)C3C(C2=O)C2(C)C=CC3(C)O2)ccc1Cl (centres undefined)
 : ?	nt
- CCc1ccc(S(=O)(=O)Nc2cc(SCC(=O)O)c(O)c3ccccc23)cc1
 : ?	nt
- O=C(Nc1ccc(Cl)c([N+](=O)[O-])c1)c1cnccn1
 : ?	nt
- Cc1cc(N2CCN(C)CC2)nc2ccc(NC(=S)NCCCN3CCN(C)CC3)cc12
 : ?	nt
- C/C(=N\Nc1ccc(F)cc1)c1ccncc1
 : 18%	3
- CCOc1ccccc1CN1CCN(Cc2cc3ccccc3[nH]2)CC1CCO (centres undefined)
 : 8%	19
- N#CC1=C(N)N(c2ccccc2)C(c2ccccc2)C1(C#N)C#N (centres undefined)
 : ?	nt
- Cc1sc2c(c1C)c(=O)n(-c1ccc(F)cc1)c(=O)n2CC(=O)NCc1ccco1
 : ?	nt
- CCCNC(=O)NC1CCCCCCC1
 : -6%	-2
- CCOC(=O)c1cnn(-c2ccccn2)c1N
 : ?	nt
- CCCCOc1ccc(N(CC(=O)NCc2ccco2)C(=O)CCC(=O)Nc2nccs2)cc1
 : ?	nt
- Cc1cccc(NC(=O)c2cccc(S(=O)(=O)N(C)c3ccccc3)c2)n1
 : -2%	4
